# Screens as filed in PubChem BioAssay.
# MEP2 TOR yeast – alters MEP2-GFP fluorescence in TOR pathway yeast screen; S. cerevisiae MEP2-GFP strain, flow cytometry GFP, 3 h; 100% = DMSO control level; GFP response vs DMSO, % at 10 µM; 330,000 compounds, 0.51% hits; AID 2016;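 active = GFP response versus DMSO above a set limit, roughly screen mean plus 3 SD, cut at about 180% in these data; inconclusive = fewer than 70 cells counted for a yeast strain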;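 note: median GFP fluorescence of the barcode-gated MEP2-GFP cells per well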
# EBNA-1 inhibitor – blocks EBNA-1 binding to DNA | AID 1950 | 300,000 compounds, 0.34% hits | EBNA-1 DNA binding, fluorescence polarization | inhibition, % at 14.8 µM; in the data active = inhibition above about 28%
# ZTA DNA inh – counter-screen for EBNA-1 inhibitors: inhibitors of Epstein-Barr virus ZTA. P03206. ZTA-DNA binding, fluorescence polarization. inhibition, % at 11 µM. 320,000 compounds, 0.15% hits. AID 2234; in the data active = inhibition above about 33%
# proCasp7 act – counter-screen: procaspase-7 (human) activation; recombinant procaspase-7, Ac-DEVD-pNA absorbance 405 nm; D23A/D198A/D206A triple mutant, cannot self-cleave; scale: DMSO 0, 5 µM enzyme 100; activation, % at 8.5 µM; 330,000 compounds, 0.093% hits; AID 463210;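 active = percent activation above the screen-wide mean plus 3 SD, cut at about 25% in these data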
#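 Assay system – Uncleavable procaspase-7 mutant enzyme · Quantity – 2 µM procaspase-7 mutant as dispensed · Times – 1 h preincubation, 2 h reaction · Dosing – single nominal 8.5 µM compound dose, 0.8% DMSO final · Buffer or medium – Zinc-free 50 mM HEPES buffer, pH 7.4, with NaCl and Triton X-100 · Detection – Epi-absorbance of released pNA at 405 nm, two timepoints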
# RPL19A-GFP yeast – modulators of TOR pathway RPL19A-GFP in S. cerevisiae; 330,000 compounds, 0.3% hits; S. cerevisiae RPL19A-GFP strain, flow cytometry, 3 h; hits give low values; AID 2025; percent response vs DMSO, % at 10 µM;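 active = percent response vs DMSO below 50%; inconclusive = fewer than 70 events counted for the yeast strain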;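 note: median channel GFP fluorescence of the barcoded RPL19A-GFP strain; ratio of sample median GFP to plate DMSO average so 100% = DMSO; lower means less RPL19A-GFP as with rapamycin TOR inhibition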
# proCasp3 act – procaspase-3 (human) activation | 330,000 compounds, 0.11% hits | activation, % at 8.5 µM | P42574 | recombinant procaspase-3 D3A, Ac-DEVD-pNA absorbance 405 nm;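 active = activation above the mean of all tested compounds plus 3 SD, cut at about 21% in these data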;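 note: 0% = DMSO alone and 100% = DMSO wells spiked with extra 5 µM PC-3 D3A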
#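 material = Procaspase-3 D3A mutant | probe or stimulus = Ac-DEVD-pNA | compound = single dose, 8.5 µM nominal compound, 0.8% DMSO | timing = 1 h preincubation, 2 h reaction | measured by = 405 nm absorbance of p-nitroaniline, reads at 0 and 120 min | benchmarks = DMSO-only low control, 5 µM PC-3 D3A high control | repeats = singlicate, each compound tested once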
# AHR act – activators of human aryl hydrocarbon receptor; P35869; AHR-responsive luciferase reporter cells, luminescence; activation, % at 5 µM; 320,000 compounds, 2.5% hits; in the data active = activation above about 47%;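 note: 0% = vehicle wells and 100% = reference agonist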
# LAP4 TOR yeast – modulators of TOR pathway LAP4-GFP in S. cerevisiae; GFP response vs DMSO, % at 10 µM; S. cerevisiae LAP4-GFP multiplex, flow cytometry GFP, 3 h; median GFP as percent of DMSO wells; AID 2023; 320,000 compounds, 0.34% hits;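 active = GFP response vs DMSO above a set limit, about the screen mean plus 3 SD, cut at about 150% in these data; inconclusive = under 70 cell events counted for the yeast strain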
# An asterisk follows results filed as active; ? = inconclusive; . = not tested or not shown; [ ] = remark or other dose.
canonical_smiles | MEP2 TOR yeast | EBNA-1 inhibitor | ZTA DNA inh | proCasp7 act | RPL19A-GFP yeast | proCasp3 act | AHR act | LAP4 TOR yeast
CCn1c(CNC(=O)c2ccccc2F)nnc1SCC(=O)Nc1nncs1 | 95 | 5 | 3 | -4 | 98 | 5 | -1 | 98
Brc1ccc(CSc2ncnc3nc[nH]c23)cc1 | 90 | 1 | 3 | 5 | 98 | 10 | -8 | 86
COc1cc(OC)cc(N2C(=O)CSCC2=O)c1 | 97 | -3 | -12 | 4 | 102 | -11 | 1 | 116
CCN1CCN(C(=O)C2CCN(S(=O)(=O)c3cccc4cccnc34)CC2)CC1 | 107 | -3 | 9 | 7 | 99 | 9 | -1 | 93
O=C(Nc1ccccc1)c1ccc(S(=O)(=O)N2CCOCC2)cc1 | 108 | 12 | 6 | 4 | 100 | 1 | -1 | 108
O=C(Oc1cccc(N2C(=O)C3C4c5ccccc5C(c5ccccc54)C3C2=O)c1)c1ccco1 (stereo not given) | 101 | 0 | -10 | 2 | 100 | 2 | 0 | 87
Cc1ccc(NC(=O)c2cc(Cl)nc3ccccc23)cc1 | 113 | 7 | -4 | 3 | 103 | 0 | 32 | 114
Cc1nn(CC(=O)NCc2ccccc2Cl)c(C)c1[N+](=O)[O-] | 97 | 3 | 5 | 3 | 99 | 5 | 0 | 91
CN(C)C(=O)CSc1nnc(CCCCCNC(=O)OC(C)(C)C)o1 | 100 | -3 | 0 | -7 | 92 | -8 | 3 | 99
COc1ccc(-c2cc(-c3ccc(Br)cc3)nc3ncnn23)cc1OC | 105 | 1 | 12 | 5 | 101 | -6 | 54* | 109
CCOc1cccc(C(=O)Nc2ccc3c(c2)OCCO3)c1 | 96 | -6 | -2 | -6 | 100 | -9 | 11 | 97
COc1ccc(S(=O)(=O)N2CCCC2CNC(=O)C(=O)NCc2ccccn2)cc1 (stereo not given) | 99 | -9 | -11 | -6 | 93 | -2 | -1 | 94
CC1(C)CC(=O)C(c2c[nH]c3ccccc23)C(=O)C1 | 96 | -15 | 0 | 0 | 97 | 2 | 37 | 94
CC(=O)Nc1ccccc1C(=O)N1CC(C)OC(C)C1 (stereo not given) | 105 | 0 | -22 | 0 | 97 | -5 | 2 | 99
CC(=O)N1CCC(C(=O)OCc2ccc(Cl)cc2)(c2ccccc2)CC1 | 106 | -4 | 0 | 1 | 101 | 1 | 1 | 90
CCN(C(=O)CN1CCN(S(=O)(=O)c2cc(Cl)ccc2Cl)CC1)c1c(N)n(Cc2ccccc2)c(=O)[nH]c1=O | 93 | 7 | -7 | 9 | 94 | -12 | -1 | 86
Nc1ccc(C(=O)O)cc1[N+](=O)[O-] | 101 | 13 | 19 | 12 | 110 | -4 | 0 | 103
Cc1cc(N2C(=O)C3C4CC(C(Br)C4Br)C3C2=O)no1 (stereo not given) | 93[may fluoresce red] | 3 | 5 | 4 | ? | -1 | -1 | 84[may fluoresce red]
CCCNC(=O)C1CC(=O)N(c2ccc(OCc3ccc(Cl)cc3)cc2)C1 (stereo not given) | 94 | -3 | -4 | 1 | 91 | 5 | 2 | 82
COc1ccc(C(=O)CSC2=C(C#N)C3(CCCCC3)C(C#N)=C(N)N2)cc1 | 101 | -2 | 2 | -4 | 99 | 2 | 52* | 97
COC(=O)c1cc(NC(=O)Nc2ccccc2)ccc1Cl | 112 | -10 | -20 | -2 | 97 | -9 | 12 | 96
CC(C)/C=C(/C(=O)c1ccc(Cl)cc1Cl)n1cncn1 | 96 | -4 | 7 | 3 | 105 | 3 | 0 | 95
Cc1cccc(Nc2nnc(SCC(=O)NC3CCCc4ccccc43)s2)c1 (stereo not given) | 93 | 0 | 9 | 4 | 104 | 3 | 0 | 90
COc1ccc(/C=C/C(=O)Nc2cc(S(=O)(=O)N3CCOCC3)ccc2C)cc1OC | 98 | 0 | 3 | 8 | 94 | -3 | 2 | 92
CCOc1cc(C2NC(=O)NC(C)=C2C(=O)OC(C)CC)cc(Br)c1O (stereo not given) | 96 | 5 | -14 | 11 | 95 | -1 | 2 | 87
COc1cc(S(=O)(=O)N2CCCCC2)ccc1NC=O | 105 | 0 | 0 | -6 | 99 | 7 | 2 | 100
Cn1c(NC(=O)C[n+]2cc(-c3ccc(Cl)cc3)n3c2CCC3)cc(=O)n(C)c1=O | 99 | 2 | -7 | 13 | 98 | -4 | 3 | 91
COc1ccc(S(=O)(=O)Nc2cccc3c2O[C@H](CN(C)S(=O)(=O)c2ccc(Cl)cc2)[C@H](C)CN([C@H](C)CO)C3=O)cc1 | 98 | . | . | -1 | 95 | 6 | 1 | 111
O=C(O)c1cccc(N2CCCC2)c1 | 103 | 9 | 2 | 4 | 104 | 9 | 1 | 118
COc1ccc(NC(=O)CNc2cccc(C#N)c2)cc1Cl | 116 | -2 | 3 | 6 | 96 | 8 | -11 | 106
O=C(COc1ccc(C(=O)O)cc1)Nc1cccc(C(F)(F)F)c1 | 101 | 6 | -17 | 11 | 95 | -11 | 5 | 103
O=C(c1ccco1)N(Cc1ccco1)c1ccc(O)cc1 | 125 | -18 | 8 | -1 | 99 | -3 | 2 | 103
CCN(CC(=O)NCc1cccs1)C(=O)c1ccc([N+](=O)[O-])o1 | 96 | 3 | 2 | 4 | 102 | 0 | -3 | 106
COc1ccc(C(=O)CSc2nnc(CNC(=O)c3ccccc3)o2)cc1 | 97 | -3 | 6 | -9 | 102 | 2 | 1 | 112
Cc1cc(C)c2c(N)c(S(=O)c3ccc(C(C)(C)C)cc3)sc2n1 (stereo not given) | 96 | -1 | -3 | -7 | 91 | -10 | 15 | 103
CCN(CC)c1ccc(C(=O)OCC(=O)NC2CCCCC2C)cc1 (stereo not given) | 104 | 0 | 2 | 2 | 97 | 10 | 4 | 95
Cc1ccc(OCC(=O)N(Cc2ccco2)C2CCS(=O)(=O)C2)cc1 (stereo not given) | 103 | -16 | -15 | 8 | 102 | 1 | 3 | 107
O=C(CN1CCN(C/C=C/c2ccccc2)CC1)NCc1ccc(Cl)cc1 | 102 | 1 | 20 | 0 | 105 | -2 | 1 | 102
O=C(CSc1ccc(-c2cccc([N+](=O)[O-])c2)nn1)N1CCCC1 | 103 | -8 | -7 | 9 | 106 | 9 | 4 | 94
CN1CCN(c2nc3c(c(=O)n(C)c(=O)n3C)n2CC(N)=O)CC1 | 89 | 3 | -17 | -5 | 91 | 4 | 0 | 90
CCOC(=O)c1cc(-c2cccnc2)nn1-c1ccccc1C | 95 | -6 | 16 | 8 | 98 | 4 | 1 | 98
C/C(=N\NC(=O)c1c(Cl)c(C)nn1C)c1ccc(NC(=O)c2ccncc2)cc1 | 101 | 10 | 12 | 8 | 106 | 5 | 8 | 98
COc1ccc(CCNC(=O)C2CCN(C(=O)c3ccc(C(C)(C)C)cc3)CC2)cc1 | 112 | 14 | -25 | 12 | 106 | 7 | 4 | 97
C=CCn1c(SCC(=O)Nc2nnc(CC)s2)nnc1-c1ccco1 | 96 | -12 | 6 | -3 | 102 | 0 | 3 | 103
CN(C)S(=O)(=O)c1cccc(NS(=O)(=O)c2ccc(Cl)s2)c1 | 96 | -10 | 10 | 3 | 99 | 2 | -1 | 87

# Carrying on.
# Values run as follows: MEP2 TOR yeast | EBNA-1 inhibitor | ZTA DNA inh | proCasp7 act | RPL19A-GFP yeast | proCasp3 act | AHR act | LAP4 TOR yeast
O=C1CC(N(Cc2cccs2)C(=O)Nc2ccccc2)C(=O)N1c1ccc(Cl)cc1 (stereo not given)
 : 89 | 8 | 0 | 4 | 97 | 4 | 4 | 102
CCc1cccc2c(C=C(C#N)C#N)cn(CC(=O)N3CCCC3)c12
 : 98 | -10 | -5 | 6 | 95 | -5 | 0 | 91
CC1CC(C)CN(S(=O)(=O)N2CCCC(C(=O)NCCCN3CCCCC3C)C2)C1 (stereo not given)
 : 105 | 17 | 9 | 3 | 104 | 0 | -1 | 94
CCn1c(C)nnc1SCC(=O)Nc1ccc2c(c1)OCCO2
 : 106 | 8 | 2 | -3 | 101 | -1 | 1 | 99
O=C(CCc1nnc2ccc(N3CCCCC3)nn12)NCc1ccco1
 : 93 | 2 | -11 | 11 | 94 | -3 | 0 | 91
C=CCn1c(N)cc(=O)nc1SCC(=O)Nc1ccccc1C(N)=O
 : 93 | -4 | -4 | 10 | 94 | 10 | 2 | 107
COc1ccc(/C=C/C(=O)c2ccccc2)cc1COc1ccccc1F
 : 113 | 7 | 11 | 7 | 109 | 6 | 1 | 109
COCCn1c(C)cc(C(=O)COC(=O)c2n[nH]c3ccccc23)c1C
 : 99 | 4 | -2 | -6 | 98 | -7 | 0 | 97
Cc1nnc(SCC(=O)NC2CCCC2)n1CCc1ccccc1
 : 110 | 2 | 8 | 5 | 104 | -8 | 0 | 101
COc1ccc(CN2CCNC(=O)C2CC(=O)NCc2csc(C)n2)c(F)c1 (stereo not given)
 : 101 | -7 | -6 | -4 | 97 | 6 | 1 | 95
O=C(CSc1nc(=O)[nH]c2c1CCCC2)Nc1cc(C(F)(F)F)cc(C(F)(F)F)c1
 : 102 | 4 | -2 | 7 | 103 | 3 | 0 | 118
C/C(=N/NC(=O)CCC(=O)Nc1cccc(Cl)c1)c1ccc(C)cc1
 : 95 | -13 | -7 | 0 | 94 | 0 | 4 | 86
COc1ccc(CNC(=O)C(c2ccco2)N(C(=O)CNS(=O)(=O)c2ccccc2)c2ccccc2C)cc1 (stereo not given)
 : 105 | 1 | 2 | 3 | 103 | -2 | -1 | 102
COc1cccc(C2CC(c3ccc(Br)cc3)=NN2C(=O)c2ccncc2)c1OC (stereo not given)
 : 97 | 4 | -16 | -3 | 96 | -2 | -3 | 102
CN(C)CCCO[C@@H]1[C@H]2OC(C)(C)O[C@H]2O[C@@H]1[C@H](O)CO
 : 88 | 2 | -10 | 3 | 95 | -5 | -2 | 103
Cc1oc2c(C)c3oc(=O)c(CCC(=O)NCCCCCC(=O)O)c(C)c3cc2c1C
 : 103 | 5 | 4 | 5 | 99 | -3 | -1 | 100
CCC(=O)N/N=c1/sc2ccccc2n1C
 : 105 | -5 | -4 | 4 | 97 | -3 | 36 | 99
O=P(O)(Cc1ccccc1)Cc1ccccc1
 : 102 | -3 | 14 | 0 | 103 | -8 | -2 | 101
CCOC(=O)C1CCCN(c2ncnc3c2cnn3-c2ccc(Cl)cc2)C1 (stereo not given)
 : 98 | -3 | 7 | -5 | 95 | -10 | 5 | 123
Fc1ccc(-c2nnn(Cc3ccccc3Cl)n2)cc1
 : 114 | -5 | 2 | 5 | 112 | -3 | 3 | 94

# AHR act, entries above that show a hit
Compound,MEP2 TOR yeast,EBNA-1 inhibitor,RPL19A-GFP yeast,proCasp3 act,AHR act,LAP4 TOR yeast
COc1ccc(-c2cc(-c3ccc(Br)cc3)nc3ncnn23)cc1OC,105,1,101,-6,54*,109
COc1ccc(C(=O)CSC2=C(C#N)C3(CCCCC3)C(C#N)=C(N)N2)cc1,101,-2,99,2,52*,97

# 4 compounds from above, showing only EBNA-1 inhibitor.
structure,EBNA-1 inhibitor
O=C1CC(N(Cc2cccs2)C(=O)Nc2ccccc2)C(=O)N1c1ccc(Cl)cc1 (stereo not given),8
CCc1cccc2c(C=C(C#N)C#N)cn(CC(=O)N3CCCC3)c12,-10
CC1CC(C)CN(S(=O)(=O)N2CCCC(C(=O)NCCCN3CCCCC3C)C2)C1 (stereo not given),17
CCn1c(C)nnc1SCC(=O)Nc1ccc2c(c1)OCCO2,8
